Screening results as filed in PubChem.
Bim-Bfl-1 = human Bim-Bfl-1 interaction inhibition; AID 1008; Q16548; 190,000 tested, 0.12% active; Bead-based flow cytometry, Bim-Bfl-1 binding inhibition; inhibition, % at 10 µM;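 note: 0% = wells without compound plus tracer and 100% = blocker peptide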
Mcl-1 Bim block = inhibitors of Bim-Mcl-1 interaction, human; Bead-based flow cytometry, Bim peptide-Mcl-1 binding; inhibition, % at 10 µM; 190,000 tested, 0.1% active; AID 1009;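 note: 0% = no compound tracer wells and 100% = peptide blocker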
RGS4-Gao reg = modulates binding of RGS4 to human Galphao; P09471; Multiplexed bead flow cytometry; actives lie on both sides; binding response (% of control), % at 10 µM; 220,000 tested, 0.33% active; AID 1415; in the data active = binding response below about 49% or above about 150%; inactive = in between;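 note: fluorescent Galphao activated with aluminum fluoride binding bead-coupled RGS4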
Target sequence (P09471 whole entry, looked up): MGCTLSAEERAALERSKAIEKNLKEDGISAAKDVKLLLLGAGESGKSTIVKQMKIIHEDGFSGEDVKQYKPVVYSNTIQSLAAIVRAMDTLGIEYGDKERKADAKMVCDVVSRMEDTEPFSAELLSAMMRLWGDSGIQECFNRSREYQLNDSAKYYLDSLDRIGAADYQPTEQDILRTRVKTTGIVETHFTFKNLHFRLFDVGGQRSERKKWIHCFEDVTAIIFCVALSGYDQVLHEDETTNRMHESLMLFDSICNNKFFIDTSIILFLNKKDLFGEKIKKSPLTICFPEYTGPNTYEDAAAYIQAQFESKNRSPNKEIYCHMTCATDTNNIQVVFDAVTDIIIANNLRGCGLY
ABCG2 block = human ABCG2 inhibition, ABCB1 as counter-screen | IgMXP3 cells, JC-1 efflux, flow cytometry | inhibition, % at 6.6 µM | AID 1325 | 190,000 tested, 0.1% active;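 active = inhibition above 80%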;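 note: 0% = DMSO and 100% = nicardipine control wells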
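Test system: IgMXP3 cells (ABCG2) mixed with DDAO far-red-labelled CCRF-Adr cells (ABCB1). Reagent: JC-1 transporter substrate. Compound dosing: single test compound dose, 6.6 µM final. Times: 10 min compound exposure, 25 °C. Detection: flow cytometry of retained JC-1 fluorescence. Read-out basis: efflux inhibition in percent versus controls. Controls: nicardipine and DMSO wells.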
RGS7-Gao = human RGS7-Galphao interaction regulation; Multiplexed bead flow cytometry, RGS7-Galphao binding; actives lie on both sides; AID 1439; 220,000 tested, 0.35% active; binding response (% of control), % at 10 µM; in the data active = binding response below about 49% or above about 150%; inconclusive = no clear call, values can overlap the other calls; inactive = in between;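 note: fluorescent Galphao held in activated GDP-AlF4 state binding bead-coupled RGS7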
ABCB1 block = blocks JC-1 efflux by human ABCB1 transporter; CCRF-Adr cells, flow cytometry; AID 1326; P08183; 190,000 tested, 0.067% active; inhibition, % at 6.6 µM; in the data active = inhibition above about 40%;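 note: 0% = vehicle and 100% = reference inhibitor; higher value means more JC-1 retained so stronger ABCB1 efflux block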
RGS8-Gao reg = modulates binding of RGS8 to human Galphao; P09471; response (percent of control binding), % at 10 µM; multiplexed bead flow cytometry; actives lie on both sides; 220,000 tested, 0.34% active; in the data active = response below about 60% or above about 140%; inactive = in between;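 note: Galphao activated as the GDP aluminium fluoride complex binding bead-coupled RGS8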
Bim-Bcl-XL = disrupts Bim peptide binding to human Bcl-XL | 190,000 tested, 0.04% active | AID 1007 | inhibition, % at 10 µM | bead flow cytometry, fluorescence | Q07817
Target sequence (Q07817 whole entry, looked up): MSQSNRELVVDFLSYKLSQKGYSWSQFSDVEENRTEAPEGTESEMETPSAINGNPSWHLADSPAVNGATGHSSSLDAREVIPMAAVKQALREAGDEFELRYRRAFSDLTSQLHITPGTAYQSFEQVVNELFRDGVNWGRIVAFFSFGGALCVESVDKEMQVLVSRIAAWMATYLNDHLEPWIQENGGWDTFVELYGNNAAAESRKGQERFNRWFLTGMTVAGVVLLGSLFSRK
Bim-Bcl-2 = human Bim-Bcl-2 interaction inhibition | P10415 | 190,000 tested, 0.06% active | AID 950 | Bead-based flow cytometry, Bim peptide-Bcl-2 binding | inhibition, % at 10 µM; in the data active = inhibition above about 40%; inconclusive = no clear call, values can overlap the other calls;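 note: 0% = no compound wells with probe peptide and 100% = reference peptide inhibitor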
Target sequence (P10415 whole entry, looked up): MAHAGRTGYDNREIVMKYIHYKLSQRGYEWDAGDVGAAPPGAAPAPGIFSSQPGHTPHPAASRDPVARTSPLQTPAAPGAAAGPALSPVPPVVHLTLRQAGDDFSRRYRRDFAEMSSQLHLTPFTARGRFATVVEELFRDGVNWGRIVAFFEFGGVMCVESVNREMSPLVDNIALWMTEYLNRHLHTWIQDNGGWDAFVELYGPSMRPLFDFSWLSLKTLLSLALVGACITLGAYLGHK
Bcl-W Bim block = human Bim-Bcl-W interaction inhibition | AID 952 | 190,000 tested, 0.02% active | Q92843 | bead-based flow cytometry, Bim peptide-Bcl-W binding | inhibition, % at 10 µM;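 note: 0% = bound tracer without compound and 100% = peptide blocker; higher means less fluorescent Bim peptide bound to Bcl-W beads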
Bim-Bcl-B = disrupts Bim peptide binding to human Bcl-B; Q9HD36; bead-based flow cytometry; inhibition, % at 10 µM; 190,000 tested, 0.073% active;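 note: 0% = tracer peptide without compound and 100% = reference inhibitor peptide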
Active calls of the source: *; ? = inconclusive; · = not tested or not shown. Cut-off read from the data, not from the text of the source, unless noted: active = inhibition above about 40%. This is a random part of the collection (roughly 0.94% active in at least one column).

structure	Bim-Bcl-2	RGS7-Gao	Bcl-W Bim block	ABCG2 block	Bim-Bcl-B	Bim-Bcl-XL	RGS8-Gao reg	ABCB1 block	Bim-Bfl-1	Mcl-1 Bim block	RGS4-Gao reg
O=C(NCc1ccccc1)c1ccc(CS(=O)(=O)Cc2ccccc2F)o1	0	102	-3	0	-4	0	105	-1.5	-5	0	100
CCOC(=O)c1c(NC(=O)C2c3ccccc3Oc3ccccc32)sc(C(N)=O)c1C	3	98	0	2	-1	2	103	0.8	1	0	103
COc1cc(/C=C(/C#N)c2nc3ccccc3[nH]2)ccc1Oc1ncccc1[N+](=O)[O-]	-1	98	-2	-2	-2	0	97	-0.5	-1	0	98
NC(=O)Cc1ccc(C(=O)c2ccccc2F)s1	-5	103	-3	1	-8	-3	107	-0.1	-11	0	104
Cc1cccc(NC(=S)NCCc2ccccc2)n1	3	107	6	26	-23	10	103	0.7	17	6	103
COC(=O)/C(C(C)=O)=C(\C=C\N(C)C)N(C)C	-9	99	0	2	-8	0	101	0.4	-12	-2	97
O=C(CCCn1nnc(-c2cccnc2)n1)c1ccc(F)cc1	-3	108	-3	2	-3	-3	128	0.3	3	-4	117
COc1ccc(Cl)c(N2CCN(CCCNC(=O)Nc3ccc(C)cc3)CC2)c1	-6	98	4	4	-7	-3	99	2.1	-12	0	100
CC1CCCN(CC(=O)Nc2cccc([N+](=O)[O-])c2)C1 (stereo not drawn)	-5	101	-5	10	-11	-10	103	0.5	-10	-2	101
CCn1c(SCC(=O)N2CCCC2)nc2ccccc21	-5	100	-1	16	-2	3	101	16	-3	3	99
O=C(NCCCc1ccccc1)Nc1cccc(Cl)c1	-10	103	-4	94*	-6	-7	103	-0.2	-7	-4	100
CCNC(=O)/C=C1\NC(C)(C)Cc2c1ccc1ccccc21	-1	100	-2	3	-1	-4	100	0.4	0	-5	102
CC(=O)c1cccc(NC(=O)CCS(=O)(=O)c2ccc(Br)s2)c1	-2	93	-2	1	-5	-2	98	-0.3	-7	-2	95
COc1cc(C2C3=C(CCCC3=O)Nc3[nH]n(-c4ccccc4)c(=O)c32)ccc1O (stereo not drawn)	0	102	1	-1	0	1	98	-0.4	1	0	102
Cc1ccc(C(=O)NNC(=O)CSc2nnc(-c3ccncc3)n2C)cc1	-14	99	22	5	5	12	98	1.6	-5	10	99
CCNC(=O)OCC(CC)NC(=O)OCC(C)C (stereo not drawn)	-2	107	-5	1	-3	-3	105	0.2	0	0	107
COC(OC)c1ccnc(-c2ccc(OC(=O)c3ccccc3)cc2)n1	-4	?	0	6	-4	0	90	0.2	-5	0	88
CC1CC(C)CN(C(=O)COC(=O)c2cccc([N+](=O)[O-])c2)C1 (stereo not drawn)	4	105	-5	4	4	-6	103	1.1	5	-2	104
O=C(CSc1nnnn1C1CCCC1)Nc1ccc(F)cc1	-7	129	-1	17	-6	-4	107	-0.7	-19	-2	109
O=C(Nc1ccon1)c1cc2c(s1)CCCC2	1	103	0	2	4	3	101	0.4	-1	2	104
COc1ccc(C2NC(=O)c3n[nH]c(C)c32)c(OC)c1 (stereo not drawn)	-10	106	-1	1	-8	-7	106	0.2	-12	0	101
CCOC(=O)C1=NN(C(=O)Cc2ccccc2)C(O)(C(C)(C)C)C1 (stereo not drawn)	-10	102	-2	-2	-6	-3	104	-0.8	-11	-4	103
COc1ccc(OC)c(Nc2nnc(C)c(=O)[nH]2)c1	-3	101	-3	4	-3	-4	100	0.8	-5	0	102
COc1ccc(CC(=O)N2CCc3ccccc32)cc1	-3	102	-4	11	-4	-7	101	1.6	-3	-3	100
O=C(CN1C(=O)c2ccccc2C1=O)NCC1COc2ccccc2O1 (stereo not drawn)	-9	94	0	3	-12	4	95	0.2	-12	0	93
N#Cc1c2n(c3c(=O)n(Cc4ccccc4Cl)cnc13)CCCCC2	-9	103	-7	-1	-19	-14	103	-1.5	-4	-4	103
COC(=O)C1=CN(CC2CCCO2)C=C(C(=O)OC)C1c1ccccc1C(F)(F)F (stereo not drawn)	-3	101	-2	20	0	-3	108	2.3	-2	0	103
COCC(=O)Nc1cc([N+](=O)[O-])ccc1C	-6	96	-1	1	-10	-8	100	0.3	-10	-2	100
Cc1nc([N+](=O)[O-])c(C(=O)OCc2ccccc2)n1C	0	104	2	16	0	0	102	1.9	-3	0	103
COc1cccc(Nc2n[nH]c(=S)s2)c1	-1	95	-9	1	-12	-2	81	-1.7	0	-5	95
CN(C)/C=C/C(=O)c1cccc(Cl)c1	-4	100	-3	-1	-4	-11	100	-0.1	-2	-2	103
CCC(C)NC(=O)CNC(=S)N(Cc1ccccc1F)C1CCCCC1 (stereo not drawn)	2	?	0	0	3	0	100	0.4	2	-3	103
Cn1c(=O)[nH]c(=O)c2c1nc(Sc1nc3ccccc3s1)n2Cc1ccccc1	-11	97	-2	48	-8	-4	98	5.0	-10	-2	100
COc1cccc(C(=O)Nc2nc(-c3ccc4c(c3)OCO4)cs2)c1	-10	95	3	7	-5	0	99	0.8	-9	1	100
O=C1CNC(=S)N1c1nc(-c2ccccc2)cs1	-5	103	-7	0	-5	-10	100	-0.1	-11	-3	103
COc1cc(-c2noc(CCCC(=O)NCc3ccco3)n2)cc(OC)c1OC	-12	99	0	47	-8	-4	99	1.1	-21	-1	99
Cc1c(NC(=O)c2ccccc2N)cccc1C(=O)O	-9	103	-1	-3	-6	3	103	-2.1	-12	0	103
COc1cccc(CN2CCNC(=O)C2CC(=O)NCCn2cccn2)c1OC (stereo not drawn)	-3	104	-2	0	-4	0	102	0.0	-6	0	104
CCSc1cc(C)nc2c(-c3ccccc3)c(C)nn12	-3	102	3	3	-2	-3	102	0.5	-8	3	102
Cc1ccccc1NC(=O)OCc1cccnc1Oc1ccc(Cl)cc1	-2	?	1	0	-3	-3	100	0.0	-3	-1	101
Nc1ccc2nn(-c3cccc4ccccc34)nc2c1	0	98	0	-1	-1	0	98	-0.1	9	0	102
COc1ccc(S(=O)(=O)N2CCC(C(=O)Nc3cccc(C(C)=O)c3)CC2)cc1	-6	96	-4	4	-4	-4	103	0.4	-6	-2	97
CCOC(=O)c1[nH]c(C)c(C(=O)NCCN2CCOCC2)c1C	1	107	2	1	3	1	116	0.2	0	-2	93
COC(=O)c1ccc(C(=O)OC)c(NC(=O)c2cnc3n(c2=O)CCS3)c1	-16	98	-2	45	-13	-10	98	1.0	-24	-6	97
COc1ccc(C2Nc3ccccc3C(=O)N2NC(C)=O)cc1OC (stereo not drawn)	-1	100	-1	0	0	0	99	0.3	-2	0	103
Cc1ccc(-c2nc3ccccc3s2)cc1S(=O)(=O)N1CCCC1	-5	101	0	0	0	-1	101	-0.4	-2	-1	98
COc1ccc(NC(=O)C2C3CCC(C3)C2C(=O)O)cc1OC (stereo not drawn)	-8	99	-1	1	-2	-3	101	0.1	-8	-1	98
CCOc1ccccc1NC(=O)C1CCC(CNc2c(N3CCOCC3)c(=O)c2=O)CC1 (stereo not drawn)	-7	99	0	-3	-3	-4	99	-3.1	-9	0	100
N#Cc1ccc(CSc2nnc(-c3ccncc3)o2)cc1	-2	?	-5	1	-6	-5	90	0.6	-4	0	80
CC(NC(=O)c1cccc(N2CCCC2=O)c1)c1ccc2c(c1)OCCO2 (stereo not drawn)	-14	100	-1	26	-9	-9	101	0.9	-20	-4	101

Record cards, from the list above. Screens in order: Bim-Bcl-2, RGS7-Gao, Bcl-W Bim block, ABCG2 block, Bim-Bcl-B, Bim-Bcl-XL, RGS8-Gao reg, ABCB1 block, Bim-Bfl-1, Mcl-1 Bim block, RGS4-Gao reg
Record of Nc1ccc2nn(-c3cccc4ccccc34)nc2c1 = 0, 98, 0, -1, -1, 0, 98, -0.1, 9, 0, 102
Record of COc1ccc(C2Nc3ccccc3C(=O)N2NC(C)=O)cc1OC (stereo not drawn) = -1, 100, -1, 0, 0, 0, 99, 0.3, -2, 0, 103

The listing continues:
structure	Bim-Bcl-2	RGS7-Gao	Bcl-W Bim block	ABCG2 block	Bim-Bcl-B	Bim-Bcl-XL	RGS8-Gao reg	ABCB1 block	Bim-Bfl-1	Mcl-1 Bim block	RGS4-Gao reg
CCOC(=O)c1c(NC(=O)CS(=O)(=O)c2cn(CC)c3ccccc23)sc2c1CCCC2	0	·	-1	4	-6	-3	·	0.9	0	-1	·
CN1C(=O)CC(N2CCN(CC(N)=O)CC2)C1=O (stereo not drawn)	0	102	0	0	-3	-3	101	0.1	0	0	102
CCC(=O)Nc1ccc(N2CCN(C(=O)c3ccccc3C)CC2)cc1	-7	101	0	0	0	-7	105	-0.1	-10	-2	104
CCOc1ccc(-c2cc3cc(OC)c(OC)cc3c(C)n2)cc1	4	102	0	1	0	1	103	-0.2	-1	2	107
O=C(N/N=C1\SCC(=O)N1CCc1ccccc1)c1cccs1	2	102	5	6	-1	-1	103	0.7	-2	8	103
Cn1c(=O)c2c(ncn2CC(=O)OCC(=O)Nc2ccccc2Cl)n(C)c1=O	-5	100	-8	1	-14	-10	103	0.0	-15	-5	98
COc1ccc(-c2noc(=O)n2Cc2cc(C)ccc2C)cc1	-8	97	1	3	-4	-4	100	0.8	-7	-2	96
O=c1nc(C(F)(F)F)nc2ccccn12	-9	98	-2	1	-10	-3	99	0.3	-13	0	97
